Polio RdRp inh – poliovirus RdRp elongation inhibitors, primary screen, biochemical, fluorescence polarization, total intensity; Genome polyprotein (Poliovirus type 1 (strain Mahoney)), P03300; poliovirus polymerase elongation; stronger effect = lower value; % elongation, % (compound at 16.7 µg/mL); actives 0.66% (n = 150,000); in the data active = % elongation below about 90%; also: some results filed as inactive read as strong as hits
Target sequence (P03300 1749-2209 limits assumed): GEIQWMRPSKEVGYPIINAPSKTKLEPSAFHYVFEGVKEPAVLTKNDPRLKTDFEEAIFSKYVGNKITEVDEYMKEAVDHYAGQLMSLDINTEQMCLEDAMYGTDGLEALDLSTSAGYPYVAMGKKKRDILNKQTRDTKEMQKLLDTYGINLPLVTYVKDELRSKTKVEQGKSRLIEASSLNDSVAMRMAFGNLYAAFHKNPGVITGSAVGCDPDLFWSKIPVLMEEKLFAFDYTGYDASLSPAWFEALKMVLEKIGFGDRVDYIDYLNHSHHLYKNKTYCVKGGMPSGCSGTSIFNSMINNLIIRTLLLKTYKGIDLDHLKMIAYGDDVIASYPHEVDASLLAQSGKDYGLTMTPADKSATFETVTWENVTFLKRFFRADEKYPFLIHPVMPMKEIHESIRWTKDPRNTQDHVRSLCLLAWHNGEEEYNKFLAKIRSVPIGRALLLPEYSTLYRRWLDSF
Polio RdRp inh FP z-score – further read-out of Polio RdRp inh, marked with its call; z-score; measured here: FP z-score; hits read low
* = called active by the depositor. This is a subset; rates above refer to the full screens.

(1) CCOC(=O)c1cc(-c2ccc(F)cc2)n(CC(=O)Nc2nnc(SCC)s2)c1C
  Polio RdRp inh = 100.0 | Polio RdRp inh FP z-score = -0.2

(2) O=C(O)c1nccnc1-c1nc2ccccc2c(=O)[nH]1
  Polio RdRp inh = 102.0 | Polio RdRp inh FP z-score = 0

(3) CCn1c(=O)cc(SCC(=O)NCCc2cc(OC)ccc2OC)c2ccccc21
  Polio RdRp inh = 107.0 | Polio RdRp inh FP z-score = 0.4

(4) O=C(/C=C/c1ccco1)NCc1ccccc1
  Polio RdRp inh = 100.0 | Polio RdRp inh FP z-score = -0.4

(5) Cc1cccc(NC(=O)CSc2nc3c(sc4ccccc43)c(=O)n2CCCC(=O)NC2CCCC2)c1
  Polio RdRp inh = 108.0 | Polio RdRp inh FP z-score = 0.5

(6) CN(C(=O)Cn1cnc2onc(-c3ccc(F)cc3)c2c1=O)c1ccc(Br)cc1
  Polio RdRp inh = 105.0 | Polio RdRp inh FP z-score = 0.5

(7) N#CC(C(=O)C1COc2ccccc2O1)c1nc2ccccc2s1 (stereo not given)
  Polio RdRp inh = 104.0 | Polio RdRp inh FP z-score = 0

(8) CCN(CC)S(=O)(=O)c1ccc2c(c1)nc1n2CCCCC1
  Polio RdRp inh = 103.0 | Polio RdRp inh FP z-score = 0.6

(9) CCOc1ccccc1CNS(=O)(=O)c1ccc2[nH]c(=O)ccc2c1
  Polio RdRp inh = 107.0 | Polio RdRp inh FP z-score = -0.1

(10) Cc1nc(SCCOc2ccccc2)sc1C(=O)Nc1ccccc1
  Polio RdRp inh = 100.0 | Polio RdRp inh FP z-score = -0.5

(11) Cc1ccc(CCNC(=O)c2ccc3c(c2)N(Cc2cc(C)ccc2C)C(=O)c2ccccc2S3=O)cc1 (stereo not given)
  Polio RdRp inh = 104.0 | Polio RdRp inh FP z-score = -0.1

(12) CCOC(=O)c1c(NC(=S)Nc2cc(C)nn2-c2ccccc2)sc(C)c1C
  Polio RdRp inh = 107.0 | Polio RdRp inh FP z-score = 0.5

(13) CC(OC(=O)c1ccccc1NS(C)(=O)=O)C(=O)Nc1ncc(Cl)cc1Cl (stereo not given)
  Polio RdRp inh = 105.0 | Polio RdRp inh FP z-score = 0.2

(14) O=c1[nH]c(=O)n([C@H]2C[C@H](O)[C@@H](CO)O2)cc1Br
  Polio RdRp inh = 100.0 | Polio RdRp inh FP z-score = -0.3

(15) O=C1c2ccc(-c3nc4ccccc4c(=O)o3)cc2C(=O)N1c1cccnc1
  Polio RdRp inh = 102.0 | Polio RdRp inh FP z-score = 0.6

(16) O=C(/C=C/c1ccccc1)NC1CCSC1=O (stereo not given)
  Polio RdRp inh = 102.0 | Polio RdRp inh FP z-score = 0.2

(17) CNC(=O)CCCn1nc(C)c2c(C)n(-c3ccc(C)cc3)nc2c1=O
  Polio RdRp inh = 103.0 | Polio RdRp inh FP z-score = 0.1

(18) COc1ccc2nc(C)cc(N3CCOCC3)c2c1
  Polio RdRp inh = 104.0 | Polio RdRp inh FP z-score = 0

(19) NC(N)=N/N=C/c1ccccc1C(F)(F)F
  Polio RdRp inh = 100.0 | Polio RdRp inh FP z-score = 0

(20) CCCC/C(=N\O)c1c(C)[nH]c2ccccc12
  Polio RdRp inh = 105.0 | Polio RdRp inh FP z-score = 0.1

(21) CSc1nsc(SCC(=O)N2CCCC2)n1
  Polio RdRp inh = 100.0 | Polio RdRp inh FP z-score = -1

(22) COc1ccc(Br)c2c1OCCO2
  Polio RdRp inh = 110.0 | Polio RdRp inh FP z-score = 0.8

(23) CNC(=O)C1CCN(C(=O)N2CC(C)Oc3ccc(Cl)cc32)CC1 (stereo not given)
  Polio RdRp inh = 112.0 | Polio RdRp inh FP z-score = 0.9

(24) O=C(CN1CCC(NC(=O)NC2CCCCC2)CC1)NCc1ccccc1
  Polio RdRp inh = 101.0 | Polio RdRp inh FP z-score = -0.4

(25) COC(=O)Nc1ccccc1NC(=O)OC
  Polio RdRp inh = 100.0 | Polio RdRp inh FP z-score = -0.2

(26) Cc1cccc(N(C)S(=O)(=O)c2cc(-c3cnc(C4CC4)o3)ccc2C)c1
  Polio RdRp inh = 108.0 | Polio RdRp inh FP z-score = 0.3

(27) CC(=O)Nc1ccc(S(=O)(=O)NCC(=O)OCc2cc(=O)n3cc(Br)ccc3n2)cc1
  Polio RdRp inh = 107.0 | Polio RdRp inh FP z-score = 0.5

(28) COc1ccc(-c2nnc3[nH]c(=O)cc(C)n23)cc1
  Polio RdRp inh = 105.0 | Polio RdRp inh FP z-score = 0.3

(29) COc1ccc(NC(=O)c2cnc[nH]2)cc1
  Polio RdRp inh = 107.0 | Polio RdRp inh FP z-score = 0.6

(30) COc1ccc2nc(Cl)c(CN(C(=O)c3ccco3)C3CCCC3)cc2c1
  Polio RdRp inh = 105.0 | Polio RdRp inh FP z-score = 0.7

(31) Cc1c(C)c(NC(=O)/C=C/C(=O)O)c(C)c(C)c1NC(=O)/C=C/C(=O)O
  Polio RdRp inh = 103.0 | Polio RdRp inh FP z-score = 0.1

(32) CCOc1ccc2c(c1)sc(=N)n2Cc1ccc(Cl)cc1
  Polio RdRp inh = 102.0 | Polio RdRp inh FP z-score = 0

(33) Cc1sc2ncn3ncnc3c2c1C
  Polio RdRp inh = 99.0 | Polio RdRp inh FP z-score = -0.7

(34) CCN(CC)c1c(S(=O)(=O)c2ccc(C)cc2)cnc2ccccc12
  Polio RdRp inh = 101.0 | Polio RdRp inh FP z-score = -0.9

(35) Cc1ccc(Nc2nnc(SCC(=O)N(C)C)s2)cc1
  Polio RdRp inh = 97.0 | Polio RdRp inh FP z-score = -1

(36) CCOC(=O)C1=C(CSc2nnc(-c3cccs3)n2-c2ccccc2)NC(=O)NC1C (stereo not given)
  Polio RdRp inh = 105.0 | Polio RdRp inh FP z-score = 0.2

(37) CC(C)(C)c1csc(-c2sccc2COc2ccc(Cl)cc2)n1
  Polio RdRp inh = 104.0 | Polio RdRp inh FP z-score = 0.2

(38) CCc1nn2c(=O)cc(COc3ccc(/C=C4/C(=N)N5C=CSC5=NC4=O)cc3OC)nc2s1
  Polio RdRp inh = 101.0 | Polio RdRp inh FP z-score = 0

(39) CCOc1ccc(Nc2nc3ccccc3n3c(CC)nnc23)cc1
  Polio RdRp inh = 107.0 | Polio RdRp inh FP z-score = 0.6

(40) CCCSc1nc2c([nH]c3ccccc32)c(=O)n1C
  Polio RdRp inh = 113.0 | Polio RdRp inh FP z-score = 1.5

(41) CCS(=O)(=O)N1CCc2cc(C(=O)N3CCN(c4ccccc4)CC3)ccc21
  Polio RdRp inh = 112.0 | Polio RdRp inh FP z-score = 0.9

(42) CCOc1ccc(-n2c(=O)c3c4c(sc3n(CC(=O)NC(C)CC)c2=O)CCCCC4)cc1 (stereo not given)
  Polio RdRp inh = 103.0 | Polio RdRp inh FP z-score = -0.7

(43) O=c1nc(Nc2ccc(OC(F)(F)F)cc2)oc2ccccc12
  Polio RdRp inh = 110.0 | Polio RdRp inh FP z-score = 0.6

(44) CC1Cc2ccccc2N1C(=O)CSc1nnc(-c2ccccc2Cl)o1 (stereo not given)
  Polio RdRp inh = 100.0 | Polio RdRp inh FP z-score = -0.5

(45) O=C(O)c1ccc(CN2C(=O)CSc3ccccc32)o1
  Polio RdRp inh = 100.0 | Polio RdRp inh FP z-score = -2.4

(46) CSc1ccc(CC2C(=O)Nc3ccccc32)cc1 (stereo not given)
  Polio RdRp inh = 103.0 | Polio RdRp inh FP z-score = 0

(47) CC(C)CNc1ncnc2c1c(-c1ccccc1)cn2-c1ccccc1
  Polio RdRp inh = 102.0 | Polio RdRp inh FP z-score = 0

(48) Cc1ccc(-c2nn3c(=O)cc(CN4CCN(C(=O)Nc5cc(Cl)ccc5C)CC4)nc3s2)cc1
  Polio RdRp inh = 104.0 | Polio RdRp inh FP z-score = -0.9

(49) CC(C)N(CC(N)=O)c1ncnc2sc3c(c12)CCC3
  Polio RdRp inh = 102.0 | Polio RdRp inh FP z-score = -0.2

(50) CCCn1cnc2c(oc3ccccc32)c1=O
  Polio RdRp inh = 103.0 | Polio RdRp inh FP z-score = 0.5

(51) Cc1ccc2cc(C)c(Nc3ccc4c(c3)OCO4)nc2c1
  Polio RdRp inh = 103.0 | Polio RdRp inh FP z-score = 0.3

(52) O=C(c1n[nH]c(=O)c2ccccc12)N1CCN(C2c3ccccc3-c3ccccc32)CC1
  Polio RdRp inh = 102.0 | Polio RdRp inh FP z-score = 0.1

(53) NS(=O)(=O)/C=C/c1ccc(Cl)cc1
  Polio RdRp inh = 98.0 | Polio RdRp inh FP z-score = -0.4

(54) COc1ccc(N2CCN(C(CNC(=O)C(=O)NCc3ccc(C)cc3)c3cccnc3)CC2)cc1 (stereo not given)
  Polio RdRp inh = 113.0 | Polio RdRp inh FP z-score = 1.1

(55) Cc1cccc(NC(=O)c2cc(-c3ccc4c(c3)OCCO4)on2)c1
  Polio RdRp inh = 116.0 | Polio RdRp inh FP z-score = 2.2

(56) Cc1ccccc1Cn1c(CN2CCC(C(=O)NCCN(C)C)CC2)cc2ccccc21
  Polio RdRp inh = 114.0 | Polio RdRp inh FP z-score = 1.7

(57) N#Cc1cccc(NC(=O)C(F)(F)F)c1
  Polio RdRp inh = 101.0 | Polio RdRp inh FP z-score = 0.2

(58) CCOC(=O)c1sc(N2C(=O)C(=O)/C(=C(/O)c3ccc(OC)c(C)c3)C2c2ccccc2)nc1C (stereo not given)
  Polio RdRp inh = 110.0 | Polio RdRp inh FP z-score = 0.8

(59) Cc1ccc2c(c1)C(c1ccccc1)N(C(=O)c1ccccc1F)CC(=O)N2 (stereo not given)
  Polio RdRp inh = 102.0 | Polio RdRp inh FP z-score = -0.3

(60) COc1ccc(C(=O)c2cn(Cc3ccccc3F)c3cc4c(cc3c2=O)OCCO4)cc1OC
  Polio RdRp inh = 108.0 | Polio RdRp inh FP z-score = 0.3

(61) COc1ccccc1Nc1nc(N)nc(CN2CCC(C)CC2)n1
  Polio RdRp inh = 100.0 | Polio RdRp inh FP z-score = -0.2

(62) O=C(O)CSc1nnc(NC2CCCCC2)s1
  Polio RdRp inh = 98.0 | Polio RdRp inh FP z-score = -0.2

(63) CCOc1ccc(C(=O)NCCO)cc1
  Polio RdRp inh = 102.0 | Polio RdRp inh FP z-score = 0.4

(64) Cc1cc(C)c2[nH]c(=O)c(CN(CCN3CCOCC3)C(=O)Nc3ccc(F)cc3)cc2c1
  Polio RdRp inh = 102.0 | Polio RdRp inh FP z-score = 0.2

(65) COc1ccc2c(c1OC)C(=O)OC2C1c2cc3c(cc2CCN1C)OCO3 (stereo not given)
  Polio RdRp inh = 100.0 | Polio RdRp inh FP z-score = -0.4

(66) CC(C)Oc1ccc(C(=O)Nc2nonc2-c2ccc(OC(C)C)cc2)cc1
  Polio RdRp inh = 106.0 | Polio RdRp inh FP z-score = -0.1

(67) COc1ccc(NC(=O)N2CCC(c3nc4ccccc4[nH]3)CC2)cc1
  Polio RdRp inh = 101.0 | Polio RdRp inh FP z-score = -0.3

(68) Cc1ccc(/C(C#N)=C/c2ccc(N(C)C)cc2)cc1
  Polio RdRp inh = 105.0 | Polio RdRp inh FP z-score = 0.1

(69) Cc1cc(=O)n(Cc2c(F)cccc2Cl)c2c1c(C)nn2C
  Polio RdRp inh = 106.0 | Polio RdRp inh FP z-score = -0.1

(70) CCOc1ccc(C(=O)N(Cc2cc(OC)c(OC)c(OC)c2)c2ccccn2)cc1
  Polio RdRp inh = 110.0 | Polio RdRp inh FP z-score = 0.2

In the list so far, 14 have an aryl methoxy group:
(3) CCn1c(=O)cc(SCC(=O)NCCc2cc(OC)ccc2OC)c2ccccc21
  Polio RdRp inh = 107.0 | Polio RdRp inh FP z-score = 0.4

(18) COc1ccc2nc(C)cc(N3CCOCC3)c2c1
  Polio RdRp inh = 104.0 | Polio RdRp inh FP z-score = 0

(22) COc1ccc(Br)c2c1OCCO2
  Polio RdRp inh = 110.0 | Polio RdRp inh FP z-score = 0.8

(28) COc1ccc(-c2nnc3[nH]c(=O)cc(C)n23)cc1
  Polio RdRp inh = 105.0 | Polio RdRp inh FP z-score = 0.3

(29) COc1ccc(NC(=O)c2cnc[nH]2)cc1
  Polio RdRp inh = 107.0 | Polio RdRp inh FP z-score = 0.6

(30) COc1ccc2nc(Cl)c(CN(C(=O)c3ccco3)C3CCCC3)cc2c1
  Polio RdRp inh = 105.0 | Polio RdRp inh FP z-score = 0.7

(38) CCc1nn2c(=O)cc(COc3ccc(/C=C4/C(=N)N5C=CSC5=NC4=O)cc3OC)nc2s1
  Polio RdRp inh = 101.0 | Polio RdRp inh FP z-score = 0

(54) COc1ccc(N2CCN(C(CNC(=O)C(=O)NCc3ccc(C)cc3)c3cccnc3)CC2)cc1 (stereo not given)
  Polio RdRp inh = 113.0 | Polio RdRp inh FP z-score = 1.1

(58) CCOC(=O)c1sc(N2C(=O)C(=O)/C(=C(/O)c3ccc(OC)c(C)c3)C2c2ccccc2)nc1C (stereo not given)
  Polio RdRp inh = 110.0 | Polio RdRp inh FP z-score = 0.8

(60) COc1ccc(C(=O)c2cn(Cc3ccccc3F)c3cc4c(cc3c2=O)OCCO4)cc1OC
  Polio RdRp inh = 108.0 | Polio RdRp inh FP z-score = 0.3

(61) COc1ccccc1Nc1nc(N)nc(CN2CCC(C)CC2)n1
  Polio RdRp inh = 100.0 | Polio RdRp inh FP z-score = -0.2

(65) COc1ccc2c(c1OC)C(=O)OC2C1c2cc3c(cc2CCN1C)OCO3 (stereo not given)
  Polio RdRp inh = 100.0 | Polio RdRp inh FP z-score = -0.4

(67) COc1ccc(NC(=O)N2CCC(c3nc4ccccc4[nH]3)CC2)cc1
  Polio RdRp inh = 101.0 | Polio RdRp inh FP z-score = -0.3

(70) CCOc1ccc(C(=O)N(Cc2cc(OC)c(OC)c(OC)c2)c2ccccn2)cc1
  Polio RdRp inh = 110.0 | Polio RdRp inh FP z-score = 0.2

An excerpt of these results, in transposed form:
57) N#Cc1cccc(NC(=O)C(F)(F)F)c1
58) CCOC(=O)c1sc(N2C(=O)C(=O)/C(=C(/O)c3ccc(OC)c(C)c3)C2c2ccccc2)nc1C (stereo not given)
59) Cc1ccc2c(c1)C(c1ccccc1)N(C(=O)c1ccccc1F)CC(=O)N2 (stereo not given)
60) COc1ccc(C(=O)c2cn(Cc3ccccc3F)c3cc4c(cc3c2=O)OCCO4)cc1OC

screen / no. | 57 | 58 | 59 | 60
Polio RdRp inh | 101.0 | 110.0 | 102.0 | 108.0
Polio RdRp inh FP z-score | 0.2 | 0.8 | -0.3 | 0.3

Compound activity (PubChem)
